ERK EGF inh = inhibitors of EGF-stimulated ERK signaling pathway; HEK293-V1b, EGF-stimulated phospho-ERK AlphaScreen; 0.41% of 130,000 active; Potency, µM (titrated, usually from 11.5 µM), without a hit: top-dose activity change, negative = inhibition, most hits filed as inhibitors; active means well fitted inhibition curve with a large enough effect; inconclusive means small, poorly fitted or top-dose-only effect, or effect the other way;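 further: plate controls were stimulated vehicle wells for no effect and unstimulated vehicle basal for full effect; nearly all actives have a fitted effect of over 55% in size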
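Phospho-ERK1/2 measured by AlphaScreen (SureFire) after 5 min 25 nM EGF stimulation of V1b-expressing HEK293 cells preincubated 30 min at 37C with titrated compounds; data scaled to DMSO and EGF controls, Hill-fitted AC50.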
The depositor's hits bear a star; ? = inconclusive; [ ] = remark or other dose. Potency means the concentration at half of the fitted maximal effect. An excerpt; the hit share may differ from the screen's.

entry	Structure	ERK EGF inh
1	Cn1c(SCC(=O)Nc2ccccc2)nnc1-c1ccc(NC(=O)CCc2ccccc2)cc1	?
2	CC(C)Cc1cc(C(=O)Nc2cccc(O)c2)no1	2%[57.5 µM]
3	O=C(COc1ccc(Cl)cc1)NCc1nnc2c3ccccc3c(-c3ccccc3)nn12	-12%
4	NC(=O)CSc1cn(Cc2ccccc2)c2ccccc12	6%
5	COc1ccc(OC(C)C(=O)Nc2ccccc2C(F)(F)F)cc1 (stereo not drawn)	3%
6	Cc1oc2c(c1C(=O)N1CCC(C)CC1)C(=O)c1ccccc1C2=O	9%
7	COc1cccc(Nc2ccccc2C(=O)O)c1	4%
8	CCOc1ncccc1C(=O)NCc1ccc(OC)c(OC)c1	4%
9	CCOc1ccc(CC(=NCCO)C2=C(O)CC(C)(C)CC2=O)cc1OCC	6%
10	N#Cc1c(-c2ccccc2)cc(-c2ccccc2)nc1Br	?
11	CCC(NC(=O)c1ccccc1NC(=O)c1ccc(OC)cc1)C(=O)N1CCCC1 (stereo not drawn)	8%
12	COC(=O)c1cc(-c2ccc(S(=O)(=O)N3CCCC(C)C3)cc2)c(C(F)(F)F)s1 (stereo not drawn)	-4%[57.5 µM]
13	COc1ccc(/C=N/NC(=O)c2ccc(Br)cc2)c(OC)c1	3%
14	O=C(NC(=S)N1CCCCC1)c1cccnc1	-15%[57.5 µM]
15	N#Cc1cccc(CS(=O)(=O)c2nc3ccccc3s2)c1	1%
16	Cc1ccc(C)c(Cc2c(C)nc(C)[nH]c2=O)c1	-4%
17	O=C(NCC1CCCO1)C(Cc1ccccc1)N1C(=O)C2C3C=CC(C4CC34)C2C1=O (stereo not drawn)	-11%
18	Cc1c(C(=O)Nc2ccc(N3CCOCC3)cc2)cccc1[N+](=O)[O-]	-1%
19	CCC1=C(OC(=O)N(CC)CC)N2C(=O)OC(=NCCc3c[nH]c4ccccc34)[C@]2(Cc2ccccc2)[C@H]2C1=CC[C@H]1C(=O)N(C)C(=O)[C@H]12	4%
20	Cn1c(SCc2ccccn2)nc2c1c(=O)[nH]c(=O)n2C	3%[57.5 µM]
21	C/C(=N\NC(=S)Nc1ccccc1C)c1cc2ccccc2o1	-12%[57.5 µM]
22	COc1cc(NC(=O)C(Cc2ccccc2)n2cccc2)cc(OC)c1 (stereo not drawn)	-4%[57.5 µM]
23	CCCCN(CCCC)C(=S)NC(=O)C(C)(C)C	-3%
24	CCOC(=O)/C(C#N)=C/C1=C(N2CCOCC2)CC(C)(C)OC1	-3%[57.5 µM]
25	COc1ccc(Nc2cc(C)nc3nc(C)nn23)c(OC)c1	0%
26	O=C(CSc1ncccn1)N1CCN(Cc2ccccc2)CC1	5%
27	CN1CCN(C=NC2=NN(c3cccc(C(F)(F)F)c3)CC2)CC1	3%
28	S=C(NCCc1ccccc1)N1CCn2cccc2C1c1ccncc1 (stereo not drawn)	?
29	Cc1nc2ccccn2c1C(=O)N/N=C/c1ccc(CNC(=O)C(=O)Nc2ccccc2)o1	-1%
30	COc1ccc(-c2cc(=O)c3c(O)c(OC)c(O[C@@H]4OC(COC5OC(C)C(O)C(O)[C@@H]5O)C(O)C(O)C4O)cc3o2)cc1 (stereo partly drawn)	31%
31	CCCCn1c(=N)n(CC(O)c2ccccc2)c2ccccc21 (stereo not drawn)	-16%[57.5 µM]
32	N=c1n(CC(=O)c2ccc([N+](=O)[O-])cc2)c2ccccc2n1Cc1ccccc1	-1%
33	O=C(Nc1ccc(Cl)c(Cl)c1)N(CCCN1CCOCC1)Cc1cccnc1	8%[57.5 µM]
34	Cc1ccc(NC(=O)c2ccc(F)cc2)nc1	4%
35	Cc1ccc(-c2c[n+](CC(=O)c3cccs3)c3n2CCC3)cc1	-4%[57.5 µM]
36	CCc1ccc(/C=C2\Oc3cc(OS(C)(=O)=O)ccc3C2=O)cc1	4%
37	CCC(C(=O)OCn1nnc2ccccc2c1=O)c1ccccc1 (stereo not drawn)	-3%
38	O=C(CN1N=C(c2ccccc2)CCC1=O)NCCN1CCc2ccccc2C1	11%
39	Cc1ccc(C2CC(=O)C(C=NCCN3CCN(C(=S)Nc4ccc(F)cc4)CC3)=C(O)C2)cc1 (stereo not drawn)	5%
40	CCOC(=O)N1CCN(C(=S)NC(=O)c2c(-c3c(Cl)cccc3Cl)noc2C)CC1	4%
41	O=C(c1cnn2c(C(F)(F)F)cc(-c3cccs3)nc12)N1CCCC1	10%[57.5 µM]
42	CNc1nc2[nH]c(=O)c3c(c2s1)OC(N)=C(C#N)C3c1ccccc1 (stereo not drawn)	8%
43	Cn1cnnc1-c1cccc(NC(=O)c2cc(F)c(F)cc2Cl)c1	-1%
44	COC(=O)c1c([N+](=O)[O-])c(OC)c(OC)c(OC)c1[N+](=O)[O-]	-7%
45	CC(=O)Nc1ccc(SCC(=O)Nc2cc(C)on2)cc1	23%
46	Cc1ccc(OCC(=O)N(c2ccccn2)C2CCCCC2)c(C)c1	8%
47	CCOC(=O)Cn1nc(C)cc1NC(=O)c1cccnc1	10%
48	CC1CCc2cc(F)ccc2N1C(=O)CCl (stereo not drawn)	-5%
49	O=C(COC(=O)Cc1ccccc1F)Nc1ccc(F)cc1F	0%
50	O=C(N/N=C/c1coc2ccccc2c1=O)c1ccccc1Br	-6%
51	O=C(NCc1ccccc1)NC1CCS(=O)(=O)C1 (stereo not drawn)	-3%
52	O=C(c1ccc(Cl)c([N+](=O)[O-])c1)N(c1ccccn1)c1ccccn1	0%
53	Cc1nn(C)c(C)c1NC(=O)C12CC3CC(CC(C3)C1)C2	3%
54	COc1cc(NC(=O)Cn2cnc3ccccc3c2=O)c(OC)cc1Cl	-16%
55	CS(=O)(=O)c1nc(S(=O)(=O)c2ccc(Cl)cc2)c(NCc2ccccn2)s1	-1%[57.5 µM]
56	O=C(O)/C=C\C(=O)Nc1ccc(N2CCN(c3cccc(Cl)c3)CC2)cc1	1%
57	COC(=O)c1ccc(S(=O)(=O)N2CCC(C(N)=O)CC2)n1C	-8%[57.5 µM]
58	Cc1cccc(Oc2ccc(S(=O)(=O)N3CCCCC3)cc2N)c1	-3%
59	COc1ccc(C(=O)OCn2nnc3ccccc3c2=O)cc1	-7%
60	Cc1ccc(NC(=S)NC2CCN(Cc3ccccc3)CC2)cc1C	9%

Sorted by value in ERK EGF inh (smallest number first): three of the compounds above
entry	Structure	ERK EGF inh
58	Cc1cccc(Oc2ccc(S(=O)(=O)N3CCCCC3)cc2N)c1	-3%
43	Cn1cnnc1-c1cccc(NC(=O)c2cc(F)c(F)cc2Cl)c1	-1%
47	CCOC(=O)Cn1nc(C)cc1NC(=O)c1cccnc1	10%

Additional structures.
entry	Structure	ERK EGF inh
61	COc1cc(-c2ccc(NC(C)=O)c(OC)c2)ccc1NC(C)=O	-15%[57.5 µM]
62	O=C(CSc1ccc(-c2ccco2)nn1)NCc1ccc(Cl)cc1	-9%
63	COc1ccc(CN(CC(=O)NC2CCCC2)C(=O)CCC(=O)Nc2cc(C)on2)cc1	1%
64	O=C(CC(=O)NN=C1CCCCCC1)NCc1cccnc1	4%
65	Cc1nnc(NC(=O)C2CCCO2)s1 (stereo not drawn)	1%
66	O=C(CSCc1ccc(Br)cc1)NCc1ccccn1	-5%
67	Cc1cccc(NC(=O)CCC(=O)N/N=C/c2cc([N+](=O)[O-])ccc2O)c1	7%
68	CCn1ncc(NC(=S)Nc2ccc3c(c2)OCO3)c1C(N)=O	-4%
69	O=C(O)CC/C(=N\Nc1ccc([N+](=O)[O-])cc1)c1ccccc1	2%[57.5 µM]
70	Cn1cc(Cl)c(-c2n[nH]c(=S)n2-c2ccccc2)n1	0%
71	COc1ccccc1C(=O)N1CCN(Cc2nc3cc([N+](=O)[O-])ccc3n2C)CC1	-4%
72	CCN(Cc1cc(=O)n2cc(Cl)c(C)c(Cl)c2n1)Cc1nc2ccccc2c(=O)[nH]1	-5%
73	Cc1ccccc1Nc1nc(N)nc(COC(=O)CC2CC3CCC2C3)n1 (stereo not drawn)	1%
74	CN1CCN(C(=O)Nc2ccc([N+](=O)[O-])cc2)CC1	7%[57.5 µM]
75	OCCCc1n[nH]c(=S)n1-c1ccccc1	0%
76	Cc1nc2nc(SCc3nc4ccccc4[nH]3)[nH]c2cc1Br	-2%[57.5 µM]
77	NC(=O)[C@@H]1CCCN1Cc1nc(Cc2ccccc2Cl)no1	0%
78	COc1ccc(C(=O)N(C)Cc2ccccc2)cc1Br	2%
79	CCN1C(=O)/C(=C\N(C)C)S/C1=N\S(=O)(=O)c1ccc(C)cc1	-14%
80	Cc1ccc(CNC(=O)c2ccc(COc3ccccc3)cc2)cc1	-12%
81	COc1cccc(Cl)c1NC(=O)N1CCN(c2ccnc3cc(Cl)ccc23)CC1	-4%[57.5 µM]
82	COc1ccc(OC)c(NC(=S)NCCSc2ccc(C)cc2)c1	0%
83	Cc1cccc(OC(C)C(=O)N2CCCc3ccccc32)c1 (stereo not drawn)	-2%
84	CCOc1ccccc1NC(=S)NC1CCCCC1	7%
85	Cc1cc(N2CCN(Cc3cn(C)nc3-c3cccc(Cl)c3)CC2)cc(C)n1	-1%
86	COC(=O)c1c(N2C(=O)[C@H]3[C@@H](C2=O)[C@]2(C(=O)Nc4ccccc42)N2CCC[C@@H]32)sc(C)c1C	8%
87	CN(C)c1nc(Cl)nc(NCCOc2ccccc2)n1	-5%
88	COc1ccccc1-c1nnc(NC(=O)c2ccc3ncsc3c2)o1	-4%
89	COc1ccccc1NC(=O)COc1cc(Br)c(CNCCCN2CCOCC2)cc1OC	0%
90	COc1cc(C(=O)NC(=S)NNC(=O)c2ccc3c(c2)OCO3)cc(OC)c1OC	1%[57.5 µM]
91	CC(c1nnc(SCC(=O)Nc2cccnc2Cl)n1-c1ccccc1)N(C)C (stereo not drawn)	-4%
92	O=C(Cn1nnc(-c2cccs2)n1)NCc1cccs1	-5%
93	Cc1c(C(=O)Nc2ccc(F)cc2)nnn1-c1cccc(C(F)(F)F)c1	-4%
94	O=C(Nc1cc(C(F)(F)F)ccc1Cl)C(Sc1ccccn1)c1ccccc1 (stereo not drawn)	11%[57.5 µM]
95	Cc1ccc(Oc2cc(-n3nc(C)cc3C)ncn2)cc1	2%
96	CCCCCc1ccc(-c2ccc(OC)cc2)nc1	4%
97	COc1ccc(CCNC(=O)CSc2nc(C)cc(C)n2)cc1OC	-3%
98	Cc1cc(/C=C/C(=O)O)c(C)n1-c1ccc(Cl)cc1	2%
99	COc1ccc(-c2nnn(CC(=O)N(CC3CCCO3)C(C(=O)NC(C)(C)C)c3ccco3)n2)cc1OC (stereo not drawn)	9%
100	O=c1ccnc(Nc2ccc(Cl)cc2)[nH]1	4%[57.5 µM]
101	COc1ccc(OCc2nc3ccccc3n2C(C)C)cc1	-9%
102	COCCNC(=O)CN(c1cc(Cl)ccc1OC)S(=O)(=O)c1ccc(C)c([N+](=O)[O-])c1	1%
103	CS(=O)(=O)NCc1ccc(C(=O)NCc2ccccc2)cc1	-5%[57.5 µM]
104	CCOC(=O)c1c(NC(=O)COc2ncnc3ccccc23)sc(C(C)=O)c1C	7%
105	COc1ccc(CCNC(=O)Cn2nnc(-c3ccc(N(C)C)cc3)n2)cc1OC	4%
106	CCOC(=O)CC(=O)CSc1ncc(C(=O)OCC)c(N)n1	1%
107	Brc1ccc2[nH]c3c(c2c1)CCC3	-1%[57.5 µM]
108	Cc1ccc2nc(SC(C)C(=O)N3CCCCC3)[nH]c2c1 (stereo not drawn)	7%
109	COc1ccc(NC(=S)Nc2ccc3nccnc3c2)cc1	7%
110	NC(=O)C1CCN(CC(=O)Nc2cccc(C(=O)Nc3cccc(C(F)(F)F)c3)c2)CC1	7%
111	O=C(O)c1cc(NS(=O)(=O)c2ccc(N3CCCCC3)c([N+](=O)[O-])c2)cc(C(=O)O)c1	-1%
112	O=C(O)CCN1C(=O)C2C3c4ccccc4C(c4ccccc43)C2C1=O (stereo not drawn)	-5%[57.5 µM]
113	CCCc1[nH]n(-c2nc3ccccc3s2)c(=O)c1C=NCCCOC	0%[57.5 µM]
114	C=CCNS(=O)(=O)c1cc(S(=O)(=O)NCC=C)c(OC)cc1OC	3%
115	CC(=O)Nc1ccc(C(=O)OCC(=O)Nc2ccc(N3CCOCC3)cc2)cc1	5%
116	CCOC(=O)CSc1nc2ccccc2c(=O)n1CC1CCCC1	11%
117	Cc1cc(C)c(S(=O)(=O)N2CCN(CCN3C(=O)c4cccc5cccc(c45)C3=O)CC2)cc1[N+](=O)[O-]	9%
118	COc1cccc(-n2c(=S)sc3c(=O)n(-c4ccccc4OC)c(=S)[nH]c32)c1	3%

Of the compounds above, 14 have an aryl thioether with sulfur outside any ring.
entry	Structure	ERK EGF inh
1	Cn1c(SCC(=O)Nc2ccccc2)nnc1-c1ccc(NC(=O)CCc2ccccc2)cc1	?
4	NC(=O)CSc1cn(Cc2ccccc2)c2ccccc12	6%
20	Cn1c(SCc2ccccn2)nc2c1c(=O)[nH]c(=O)n2C	3%[57.5 µM]
26	O=C(CSc1ncccn1)N1CCN(Cc2ccccc2)CC1	5%
45	CC(=O)Nc1ccc(SCC(=O)Nc2cc(C)on2)cc1	23%
62	O=C(CSc1ccc(-c2ccco2)nn1)NCc1ccc(Cl)cc1	-9%
76	Cc1nc2nc(SCc3nc4ccccc4[nH]3)[nH]c2cc1Br	-2%[57.5 µM]
82	COc1ccc(OC)c(NC(=S)NCCSc2ccc(C)cc2)c1	0%
91	CC(c1nnc(SCC(=O)Nc2cccnc2Cl)n1-c1ccccc1)N(C)C (stereo not drawn)	-4%
94	O=C(Nc1cc(C(F)(F)F)ccc1Cl)C(Sc1ccccn1)c1ccccc1 (stereo not drawn)	11%[57.5 µM]
97	COc1ccc(CCNC(=O)CSc2nc(C)cc(C)n2)cc1OC	-3%
106	CCOC(=O)CC(=O)CSc1ncc(C(=O)OCC)c(N)n1	1%
108	Cc1ccc2nc(SC(C)C(=O)N3CCCCC3)[nH]c2c1 (stereo not drawn)	7%
116	CCOC(=O)CSc1nc2ccccc2c(=O)n1CC1CCCC1	11%

High-throughput results (PubChem)
